Compound activity from PubChem.
PfHsp90 set2: reduces growth (ATP signal) of yeast expressing P. falciparum Hsp90; S. cerevisiae expressing PfHsp90, BacTiter-Glo ATP, 48 h; yeast lacking PDR1 and PDR3 efflux regulators; inhibition, % at 9.4 µM; hit rate 0.32% among 310,000; AID 504621;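 active = every replicate shows inhibition above about 80%, whatever the replicate mean, limit read from the data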;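 note: 0% = DMSO neutral controls and 100% = 20 µM radicicol positive controls; yeast relying on Plasmodium falciparum Hsp90 in place of its own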
NSD2 inh: NSD2 (human) methyltransferase inhibition; NSD2 peptide methylation, AlphaScreen, 120 min; O96028; hit rate 0.54% among 310,000; inhibition, % at 12.5 µM; AID 743445; in the data active = inhibition above about 50%
Target sequence (O96028 whole entry, looked up): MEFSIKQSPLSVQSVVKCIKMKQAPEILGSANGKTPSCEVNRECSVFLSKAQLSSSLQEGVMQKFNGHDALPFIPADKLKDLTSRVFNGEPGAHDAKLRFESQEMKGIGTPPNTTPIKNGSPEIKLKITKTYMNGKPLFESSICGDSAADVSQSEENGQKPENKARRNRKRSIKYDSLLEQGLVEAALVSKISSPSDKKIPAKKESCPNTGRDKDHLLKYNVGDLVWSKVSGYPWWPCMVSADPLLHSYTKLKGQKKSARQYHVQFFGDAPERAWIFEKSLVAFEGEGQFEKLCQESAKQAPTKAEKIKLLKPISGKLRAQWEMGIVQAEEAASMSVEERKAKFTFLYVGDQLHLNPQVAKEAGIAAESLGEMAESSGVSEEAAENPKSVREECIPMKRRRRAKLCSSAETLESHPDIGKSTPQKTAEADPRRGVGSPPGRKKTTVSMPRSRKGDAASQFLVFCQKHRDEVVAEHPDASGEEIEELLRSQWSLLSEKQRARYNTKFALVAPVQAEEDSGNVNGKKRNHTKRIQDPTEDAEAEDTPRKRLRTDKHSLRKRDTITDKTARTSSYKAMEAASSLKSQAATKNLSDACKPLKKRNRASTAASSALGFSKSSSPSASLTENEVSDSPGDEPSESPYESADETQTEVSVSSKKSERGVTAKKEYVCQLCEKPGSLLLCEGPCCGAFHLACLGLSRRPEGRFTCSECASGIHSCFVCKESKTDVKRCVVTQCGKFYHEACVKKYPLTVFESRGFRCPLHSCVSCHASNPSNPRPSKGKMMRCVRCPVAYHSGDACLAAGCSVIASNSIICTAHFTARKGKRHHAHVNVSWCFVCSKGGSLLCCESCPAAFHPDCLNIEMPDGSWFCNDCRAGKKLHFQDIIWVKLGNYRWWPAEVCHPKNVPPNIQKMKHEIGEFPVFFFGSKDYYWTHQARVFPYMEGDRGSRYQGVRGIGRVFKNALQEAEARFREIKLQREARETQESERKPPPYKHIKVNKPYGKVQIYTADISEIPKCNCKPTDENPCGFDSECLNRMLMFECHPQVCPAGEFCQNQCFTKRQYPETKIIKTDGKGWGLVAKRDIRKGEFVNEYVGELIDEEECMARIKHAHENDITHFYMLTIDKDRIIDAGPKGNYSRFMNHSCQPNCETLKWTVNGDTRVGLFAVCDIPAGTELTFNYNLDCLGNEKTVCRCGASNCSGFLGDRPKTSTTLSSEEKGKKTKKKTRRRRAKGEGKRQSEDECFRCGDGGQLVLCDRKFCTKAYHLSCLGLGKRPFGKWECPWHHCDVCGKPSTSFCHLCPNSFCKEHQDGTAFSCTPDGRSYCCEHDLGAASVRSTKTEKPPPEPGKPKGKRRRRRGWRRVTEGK
MITF act: increases MITF-driven TRPM1 promoter luciferase signal; AID 588334; SK-MEL-5 TRPM1-promoter luciferase, 24 h; % of positive control, neutral wells = 0; hit rate 0.75% among 300,000; activation, % at 12.5 µM;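 active = mean activation of at least 80% with every replicate also reaching 80%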;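 note: 0% = neutral control wells and 100% = parthenolide positive control wells; values of inactives mirror those of a sister screen read the other way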
dFosB act: mouse delta FosB homodimer activation | P13346 | purified delta FosB, TAMRA-CDK5 oligo fluorescence polarization; percent of positive-control signal above neutral wells | activation, % at 25 µM | hit rate 0.99% among 340,000;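 active = mean activation above about 17%, with every replicate also reaching it, limit read from the data, passing the limit was not always enough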;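 note: fluorescence polarization rise as delta FosB binds a TAMRA Cdk5 AP-1 oligo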
CAL PDZ FP-1: human CAL PDZ-peptide interaction inhibition. AID 504414. hit rate 0.02% among 330,000. inhibition, % at 20 µM. purified CAL PDZ, TMR-peptide fluorescence polarization, 1 h;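 active = highest replicate inhibition of at least 40%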;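 note: plate controls were DMSO neutral control wells for no effect and unlabeled competitor peptide control wells for full effect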
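Material: tagged CAL PDZ domain; buffer or medium: 25 mM sodium phosphate pH 7.4, 150 mM NaCl, TCEP, IgG, Thesit; compound dosing: single point, 20 µM; schedule: 1 h incubation at room temperature before polarization reading; measured by: FP readout, S and P plane fluorescence; read-out basis: percent inhibition from loss of millipolarization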
SR-BI uptake up: enhances SR-BI lipid uptake from DiI-HDL. CHO ldlA[mSR-BI] cells, DiI-HDL uptake fluorescence, 3 h; 100 = double the neutral-control signal. activation, % at 12.5 µM. hit rate 0.096% among 320,000;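 active = mean replicate activation of at least 60% and every replicate at or above 60%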;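 note: 0% = median plate neutral-control signal and 100% = twice that signal; values of inactives mirror those of a sister screen read the other way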
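Test system: SR-BI-overexpressing, LDLR-lacking CHO cells; Also added: labelled HDL, 10 µg/mL; Measured by: bottom-read cell fluorescence after medium removal, ex 550/em 595 nm; Timing: 3 h uptake period with compound, 37 °C; Buffer or medium: F12, 0.5% BSA, 25 mM HEPES; Doses: single compound concentration, delivered by pin transfer.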
SR-BI DiI inh: inhibitors of mouse SR-BI mediated HDL lipid uptake; Q61009; ldlA[mSR-BI] CHO cells, DiI-HDL uptake fluorescence, 3 h; inhibition, % at 12.5 µM; hit rate 0.96% among 320,000; AID 488896;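 active = mean replicate inhibition of at least 70% and a set share of replicates each scoring 70 or more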;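 note: 0% = median of neutral control wells and 100% = median of positive control wells; values of inactives mirror those of a sister screen read the other way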
Rtt109 HAT inh: inhibitors of Candida albicans Rtt109/Vps75 histone acetyltransferase; Q5AAJ8; purified Rtt109/Vps75, ThioGlo CoA-SH fluorescence, 4 h; inhibition, % at 34.9 µM; hit rate 0.16% among 330,000; AID 540336;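 active = inhibition of at least 50% in every replicate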
PvdQ acylase: P. aeruginosa PvdQ acylase inhibition | purified PvdQ acylase, fluorescence plate reader | inhibition, % at 10 µM | hit rate 0.063% among 340,000; in the data active = inhibition above about 30%, passing the limit was not always enough;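 note: 0% = vehicle neutral wells and 100% = reference inhibitor wells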
CAL PDZ FP-2: blocks peptide binding to the human CAL PDZ domain | Q9HD26 | purified CAL PDZ, TMR-peptide fluorescence polarization, 1 h | inhibition, % at 24.9 µM | hit rate 0.92% among 300,000 | AID 602252;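 active = mean inhibition of at least 30% with at least half of replicates also reaching 30%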;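 note: 0% = DMSO neutral control and 100% = excess unlabeled competitor peptide PRC23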
Active calls of the source: *; / = not tested or not shown.

The opening 4 compounds, to show the layout:
Each structure is followed by: MITF act, CAL PDZ FP-2, CAL PDZ FP-1, dFosB act, NSD2 inh, SR-BI uptake up, PvdQ acylase, SR-BI DiI inh, Rtt109 HAT inh, PfHsp90 set2
1	Cc1cccc(NC(=O)CSC(N)=O)c1C
 : -1, 1, 0.0, -2, -4, 1, -28, -1, 17, -24
2	COc1ccccc1C(=O)OCC(=O)Nc1cccc(S(=O)(=O)NC2=NCCCCC2)c1
 : -7, /, -0.6, -7, -5, -3, -12, 3, -4, /
3	CCC(=O)N1CCc2cc(Br)cc(S(=O)(=O)CCC(=O)N(CC)CC)c21
 : 0, 3, 15, 3, -1, /, -8, /, -16, 22
4	CS(=O)(=O)Nc1ccc(C2=NN(C(=O)c3ccco3)C(c3ccccc3F)C2)cc1 (configuration not stated)
 : -15, -7, -3.8, -6, -2, 10, -5, -10, 2, -21

The whole of this part, from the first entry:
Each structure is followed by: MITF act, CAL PDZ FP-2, CAL PDZ FP-1, dFosB act, NSD2 inh, SR-BI uptake up, PvdQ acylase, SR-BI DiI inh, Rtt109 HAT inh, PfHsp90 set2
1	Cc1cccc(NC(=O)CSC(N)=O)c1C
 : -1, 1, 0.0, -2, -4, 1, -28, -1, 17, -24
2	COc1ccccc1C(=O)OCC(=O)Nc1cccc(S(=O)(=O)NC2=NCCCCC2)c1
 : -7, /, -0.6, -7, -5, -3, -12, 3, -4, /
3	CCC(=O)N1CCc2cc(Br)cc(S(=O)(=O)CCC(=O)N(CC)CC)c21
 : 0, 3, 15, 3, -1, /, -8, /, -16, 22
4	CS(=O)(=O)Nc1ccc(C2=NN(C(=O)c3ccco3)C(c3ccccc3F)C2)cc1 (configuration not stated)
 : -15, -7, -3.8, -6, -2, 10, -5, -10, 2, -21
5	CCOC(=O)c1c(C)c(C(=O)NCc2ccccn2)c(C)n1C
 : -3, /, -0.5, 0, -1, 33, 9, -33, -4, 9
6	COc1cc(CN(C)C(=O)C(=O)c2c[nH]c3ccccc23)ccc1O
 : -11, -7, -0.1, -5, 4, 10, 5, -10, 1, -6
7	O=C(Nc1cc(C(F)(F)F)ccc1N1CCOCC1)c1n[nH]c(=O)c2ccccc12
 : /, -19, -5.0, 4, 0, -14, -4, 14, /, -25
8	Cc1nnsc1S(=O)c1ccc(Cl)c(Cl)c1 (configuration not stated)
 : 0, 0, -0.2, -12, /, 29, 9, -29, -2, 5
9	O=C(COC(=O)C12CC3CC(CC(Br)(C3)C1)C2)Nc1ccc2[nH]c(=O)[nH]c2c1
 : 5, -14, 1.5, -24, 0, 30, -13, -30, 0, 1
10	N#Cc1c(C#N)c(-c2ccccc2)n(-c2ccccc2)c1N
 : -2, -1, 1.4, -4, 0, -42, -14, 42, -4, -10
11	CCN(CC)C(=O)CN(C)S(=O)(=O)c1cccc2nsnc12
 : 3, 0, -2.7, -1, 1, -3, -6, 3, -2, -26
12	CCCCn1c(N)c(N(CC(C)C)C(=O)c2oc3c(Cl)cccc3c2C)c(=O)[nH]c1=O
 : -21, -3, -2.9, -6, -2, -35, -12, 35, 6, -8
13	O=C(CCS(=O)(=O)c1ccc(Cl)cc1)OCC(=O)N1CCCCC1
 : -3, -2, -0.6, -4, 4, -10, 1, 10, 8, -4
14	CCOC(=O)N1CC(=O)Nc2ccc(Br)cc2C1c1ccccc1 (configuration not stated)
 : 16, -3, -2.4, -7, 8, 13, 6, -13, 8, -12
15	Cc1cc(C)c(NC(=O)c2ccc3nccnc3c2)c(C)c1
 : 21, -3, 0.0, -3, 7, -19, -16, 19, -4, 12
16	COc1ccc(C(=O)C(C)OC(=O)CCN2C(=O)C3CC=CCC3C2=O)cc1 (configuration not stated)
 : -3, 1, -1.7, -9, -1, -23, -8, 23, 7, 6
17	Cc1ccc(SCCNC(=O)c2ccc(CN3CCOCC3)cc2)cc1
 : -16, -3, 0.4, -1, 0, -6, -12, 6, 0, -17
18	O=C(O)c1[nH]c2ccc(Cl)cc2c1CC(=O)N1CCN(C(=O)c2ccco2)CC1
 : -9, -5, 0.1, 2, 0, 8, -5, -8, 7, -22
19	O=C1CC2(CCN(C(=O)c3ccc(Cl)cc3)CC2)Oc2ccccc21
 : 2, -2, -0.2, 0, 0, -5, -15, 5, 6, -14
20	CCOC(=O)Cn1c(C)cc(=O)c2ccccc21
 : 8, 0, -1.9, -4, 19, 44, -4, 2, -1, 9
21	COc1c(OC(C)=O)c(=O)n2c3ccccc3c3ccnc1c32
 : -23, -4, -3.4, -8, /, 40, -3, -40, -22, -8
22	CCc1nc(SCC(=O)NC2CCCC2)c2oc3ccccc3c2n1
 : -1, 1, -1.0, -4, 1, -8, -11, 8, 1, -17
23	O=C(/C=N/O)NCc1ccncc1
 : /, /, 0.1, -1, -2, 6, -8, -6, 6, 4
24	Cc1ccc(-c2nc3[nH]c(=O)cc(NC(=O)C(C)C)n3n2)cc1
 : -3, -14, 0.8, -9, /, 26, -6, -26, -3, 8
25	COc1cccc(C(=O)N2CCC(n3nccc3NC(=O)C3CCOC3)CC2)c1 (configuration not stated)
 : 2, -4, -1.9, -1, 3, 20, -5, -20, 6, 14
26	O=C(Cn1cccc1)NC1CCCCCC1
 : 4, 4, -1.7, -2, 1, 10, -3, -10, 3, 22
27	COc1cc(CN2CCN(Cc3ccco3)CC2)cc(OC)c1
 : -10, 0, -0.3, 3, 0, -6, 8, 6, 3, -3
28	O=C(CCc1nc2ccccc2c(=O)[nH]1)Nc1cccc(S(=O)(=O)N2CCCCC2)c1
 : -5, 2, -3.7, -9, -7, -33, 1, 33, -1, /
29	CN1CCN(C(=S)c2cn(Cc3ccc(F)cc3)c3ccccc23)CC1
 : 4, -1, -0.9, -3, 23, -6, -7, 6, /, 14
30	c1ccc(-c2ccnc3nc(N4CCN(c5ccccc5)CC4)nn23)cc1
 : /, -1, -0.2, -3, 2, 27, -11, -27, -5, -89

The closing five entries of the part above come first, to join the parts:
Each structure is followed by: MITF act, CAL PDZ FP-2, CAL PDZ FP-1, dFosB act, NSD2 inh, SR-BI uptake up, PvdQ acylase, SR-BI DiI inh, Rtt109 HAT inh, PfHsp90 set2
26	O=C(Cn1cccc1)NC1CCCCCC1
 : 4, 4, -1.7, -2, 1, 10, -3, -10, 3, 22
27	COc1cc(CN2CCN(Cc3ccco3)CC2)cc(OC)c1
 : -10, 0, -0.3, 3, 0, -6, 8, 6, 3, -3
28	O=C(CCc1nc2ccccc2c(=O)[nH]1)Nc1cccc(S(=O)(=O)N2CCCCC2)c1
 : -5, 2, -3.7, -9, -7, -33, 1, 33, -1, /
29	CN1CCN(C(=S)c2cn(Cc3ccc(F)cc3)c3ccccc23)CC1
 : 4, -1, -0.9, -3, 23, -6, -7, 6, /, 14
30	c1ccc(-c2ccnc3nc(N4CCN(c5ccccc5)CC4)nn23)cc1
 : /, -1, -0.2, -3, 2, 27, -11, -27, -5, -89
31	CCOc1ccccc1C(C(=O)NC1CCCCC1)N(C(=O)c1csnn1)C1CC1 (configuration not stated)
 : 16, -3, -2.1, -14, 1, 19, -7, -19, -5, -36
32	O=C(CCN1C(=O)/C(=C/c2ccco2)SC1=S)Nc1ccc(O)cc1C(=O)O
 : 6, -4, /, -15, 26, 12, -14, -12, 2, -25
33	CCCCOc1ccc(OCCCC)c2c1NC1(N2)C(=O)N(C(C)=O)c2ccccc21
 : -10, 3, -3.1, 3, -9, -34, 2, 34, /, -2
34	CC1(c2nnc(-c3ccc(Cl)cc3)o2)CC(c2cccc(Cl)c2)=NO1 (configuration not stated)
 : 2, 8, -0.3, 3, /, 12, -11, -12, 2, 12
35	CC(=O)N1CCN(S(=O)(=O)c2ccc(C)cc2)C1C (configuration not stated)
 : -4, -1, 0.4, 6, 14, 7, -9, -7, 9, -24
36	O=C1C(Cl)=C(N2CCC(C(=O)O)CC2)C(=O)c2ccccc21
 : -45, 5, -1.1, -11, 102*, /, 4, /, -9, 8
37	COc1ccc(-c2noc(N3CCC(C(=O)Nc4cc(OC)ccc4OC)CC3)n2)cc1
 : /, 3, -0.1, 2, /, -69, -9, 69, 19, -13
38	CCOC(=O)c1cnc2c(-c3ccc(Cl)cc3)c(C)nn2c1N
 : 19, -3, 0.3, -1, -1, 12, -13, -12, -28, 15
39	C/C(CCC1CC(C)(C)OC1=O)=N\NC(N)=S (configuration not stated)
 : /, -2, -0.1, -4, 0, -72, -15, 72*, 3, -30
40	NNC(=O)CN1C(c2ccc(Br)cc2)=Nc2ccc(Br)cc2C1c1ccccc1 (configuration not stated)
 : 8, -5, -1.1, 9, 1, 20, -7, -20, -3, 17
41	Cc1ccc(-c2nnc(-n3ncc(C#N)c3N)c3ccccc23)cc1C
 : -5, 1, -2.4, -9, -1, -78, 1, 78*, 18, 1
42	O=C(c1cc(-c2cccc(O)c2)on1)N1CCc2ccccc2C1
 : 33, /, -0.2, -18, /, 9, -12, -9, 0, -16
43	O=C(NC(=S)N1CCN(c2ccc([N+](=O)[O-])cc2)CC1)c1ccccc1
 : 1, 1, -0.2, -1, -5, -12, -8, 12, 5, 0
44	COc1cc(CN2CCN(Cc3ccc(SC)cc3)CC2)cc(OC)c1O
 : 3, -2, -2.6, 0, -1, 23, -2, -23, 1, 5
45	Cc1cc(C)n(CCC(=O)N/N=C/c2ccc(Br)c([N+](=O)[O-])c2)n1
 : -6, 3, -0.8, -11, 0, -3, -9, 3, -2, 7
46	CC(Oc1ccccc1)c1ccnc(N)n1 (configuration not stated)
 : -4, -3, -1.8, 3, -3, 20, -4, -20, 1, 14
47	C=CCn1c(SCC(=O)Nc2ccc(F)cc2)nc2ccccc2c1=O
 : 6, 6, -1.1, -8, 0, -9, -9, 9, -5, 16
48	CC(C)Oc1ccc(C(=O)NCCCNC(=O)c2cccnc2)cc1
 : -3, -3, -1.2, 6, -2, 1, -12, -1, -11, 1
49	CCCN1CCC(=O)N([C@H](CO)Cc2ccccc2)CC1
 : 0, -6, -0.2, 0, /, 22, -10, -22, -2, 19
50	COc1cc(/C=N/NC(=S)Nc2cccnc2)cc(OC)c1OC
 : -8, -5, /, 4, -2, -2, 3, 2, -8, 1
51	CC(CCc1ccc(O)cc1)N(C)CCc1ccccc1 (configuration not stated)
 : 2, -4, -0.4, 2, 2, 7, -1, -7, -5, 12
52	Cc1ccc(CN2CCSc3ccc(C(=O)NC4CCN(Cc5ccccc5)CC4)cc32)cc1
 : 3, -2, -1.9, 43*, 1, -70, 4, 70, 0, -8
